Screening data (PubChem)
EP2 mod: modulates human prostaglandin E2 receptor EP2 signaling | induction, % at 25 µM | AID 940 | EP2-expressing cells, cAMP HTRF FRET, PGE2 co-stimulation | 260,000 compounds, 0.83% hits;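 active = compounds whose cAMP rise, as percent of the full-agonist control response, exceeds 60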;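 also: rat C6 glioma line stably carrying human EP2 under a CMV promoter; the protocol text gives 20 µM as final concentration; 100% = response of wells given 1 µM PGE2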
Target sequence (P43116 whole entry, looked up): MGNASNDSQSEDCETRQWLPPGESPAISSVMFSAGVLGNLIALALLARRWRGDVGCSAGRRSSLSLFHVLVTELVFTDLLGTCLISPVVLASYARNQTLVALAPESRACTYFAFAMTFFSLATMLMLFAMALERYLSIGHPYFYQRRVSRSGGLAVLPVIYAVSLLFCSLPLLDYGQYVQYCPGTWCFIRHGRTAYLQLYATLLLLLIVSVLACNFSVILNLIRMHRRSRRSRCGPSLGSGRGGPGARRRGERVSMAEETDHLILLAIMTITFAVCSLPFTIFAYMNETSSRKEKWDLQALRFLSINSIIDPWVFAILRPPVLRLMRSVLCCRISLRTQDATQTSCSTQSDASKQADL
EP2 antag: blocks the human prostaglandin E2 receptor EP2 | P43116 | C6 glioma cells expressing human EP2, cAMP TR-FRET; cells stimulated with saturating PGE2 | inhibition, % at 25 µM | 260,000 compounds, 0.52% hits | AID 1422;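 active = percent inhibition above 40 after rounding to a whole number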;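 also: rat C6 glioma host cells with rolipram phosphodiesterase inhibitor present; the protocol text gives 20 µM as final concentration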
The depositor's hits bear a star. Not all compounds are listed, so the mix of outcomes need not match the whole.

SMILES	EP2 mod	EP2 antag
COc1cc2c(cc1CN(CCCn1ccnc1)CC1CC=CCC1)OCO2 (stereo unspecified)	6	5
O=C(COc1ccccc1)Nc1sc2c(c1C(=O)NC1CCS(=O)(=O)C1)CCCC2 (stereo unspecified)	24	11
Cc1[nH]cnc1CN(Cc1ccccc1F)C1CC(C)(C)NC(C)(C)C1	-52	4
[O-]/N=C1/C(=[OH+])Nc2ccccc21.[O-]Nc1c([O+]=[Cu])[nH]c2ccccc12	1	12
COc1cc(C2Nc3cccc4cccc(c34)N2)ccc1OCC(=O)Nc1ccc(F)cc1	-36	11
O=C(NC1CC1)[C@H]1C=CCN1C(=O)c1ccc(F)cc1F	-15	11
COC(=O)c1sc(NC(=O)CSc2nnc3c4c(C)c(C)sc4nc(C(C)C)n23)nc1C	10	18
Cc1ccc(C(=O)N(CCCO)Cc2cc3ccc(C)c(C)c3[nH]c2=O)cc1	-3	5
C=CCN1CCN(C(c2ccc(OC)cc2OC)c2nnnn2Cc2ccccc2)CC1 (stereo unspecified)	-39	2
CN(C)CC(C)(C)CNC(=O)c1cccnc1Nc1cccc(C(F)(F)F)c1	-103	12
C[C@@]1(CCOCc2ccccc2)NC(=O)NC1=O	28	10
CCOc1ccccc1NC(=O)CSc1nnc(Cc2ccccc2)n1C	-14	11
O=C(COc1ccccc1Cl)N1CCOCC1	-5	9
CCN1CCN(C(c2ccc(OC)c(OC)c2)c2nnnn2Cc2ccco2)CC1 (stereo unspecified)	-4	14
CCCn1c(=O)c(C(=O)NNC(=O)C(C)C)c(O)c2ccccc21	-2	13
COCCn1c(SCC(=O)c2ccc(C)cc2)nnc1C(C)C	-7	11
Cc1sc2nc(Cc3ccccc3)n(C3CCN(CC(N)=O)CC3)c(=O)c2c1C	49	2
Cc1nc(SCC(=O)Nc2ccccc2Cl)n[nH]1	-31	4
Cc1ccc(NC(=O)CN2C(=O)C(C)(C)Oc3ccc(C(=O)NC(C)(C)C)cc32)cc1	-41	9
CCCn1nnnc1SCC(=O)Nc1ccc(CC)cc1	23	5

Gathered by group, the compounds so far with a Cl atom.
SMILES	EP2 mod	EP2 antag
O=C(COc1ccccc1Cl)N1CCOCC1	-5	9
Cc1nc(SCC(=O)Nc2ccccc2Cl)n[nH]1	-31	4

Continuation:
SMILES	EP2 mod	EP2 antag
COc1ccc2cc(CN(Cc3ccc4c(c3)OCO4)CC(C)O)c(OC)nc2c1 (stereo unspecified)	-65	7
CC1CCCCC1NC(=O)CSc1ncnc2sc3c(c12)CCC3 (stereo unspecified)	3	14
COc1cc(OC)cc(C(=O)N2CCC(n3nnc4cc(C(F)(F)F)ccc43)CC2)c1	-45	13
Cc1ccc2[nH]c(=O)c(C(c3nnnn3C3CCCCC3)N3CCCCCC3)cc2c1 (stereo unspecified)	9	3
COc1ccccc1CN(Cc1ccc(NC(C)=O)cc1)CC1CCCO1 (stereo unspecified)	-2	5
O=C(CNCC1CCCO1)Nc1ccc(C2CCCCC2)cc1 (stereo unspecified)	-54	11
CCOc1cc2c(cc1CN(Cc1ccccc1)Cc1ccncc1)OCO2	9	6
C[C@H](Cn1nnc2ccccc21)NC(=O)c1ccco1	-14	7
C=CC[C@@H](C(=O)O)c1ccccc1	-5	9
CCOc1ccccc1NC(=O)CSc1nnc(-c2ccncc2)n1C	-21	6
CSc1ccc(NC(=O)C(C)N2CCN(C)CC2)cc1 (stereo unspecified)	25	15
CCN(Cc1ccccc1)C(c1cc2cc(OC)ccc2[nH]c1=O)c1nnnn1CC1CCCO1 (stereo unspecified)	9	5
CCOC(=O)C1=C(C)NC(C)=C(C(=O)OCC)C1c1cccc(Cl)c1	-71	29
NCCOC[C@H](N)C(=O)O	16	14
CN(CC(=O)NCc1ccccn1)S(=O)(=O)c1cc(Cl)ccc1Cl	-15	7
COc1cccc(NC(=O)C(C#N)Cc2cccs2)c1 (stereo unspecified)	-25	6
CCn1c(COc2ccccc2)nnc1SCC(=O)N1CCCCC1	-14	6
Cc1ccc(NC(=O)CSc2nccc(=O)[nH]2)cc1C	-18	6
CCOC(=O)C1CCN(C(=O)C(C)(C)C)CC1	22	8
CCC(c1nnnn1C1CCCCC1)N1CCN(C)CC1 (stereo unspecified)	0	12

Three compounds out of the list above, arranged by the number in EP2 mod, lowest first:
smiles | EP2 mod
CCCn1c(=O)c(C(=O)NNC(=O)C(C)C)c(O)c2ccccc21 | -2
CCC(c1nnnn1C1CCCCC1)N1CCN(C)CC1 (stereo unspecified) | 0
COc1cc2c(cc1CN(CCCn1ccnc1)CC1CC=CCC1)OCO2 (stereo unspecified) | 6

New compounds follow
SMILES	EP2 mod	EP2 antag
CO[C@H]1CC(O[C@@H]2/C(C)=C/C[C@@H]3C[C@@H](C[C@]4(CC[C@H](C)[C@@H](C5CCCCC5)O4)O3)OC(=O)[C@@H]3C=C(C)/C(=N/O)[C@H]4OC/C(=C\C=C\[C@@H]2C)[C@]43O)O[C@@H](C)C1O (stereo partly specified)	20	9
Cc1nc2c(c(=O)[nH]1)CCN(CCC(C)c1ccccc1)C2 (stereo unspecified)	-21	8
Cc1cc(SCC(=O)c2ccc(Br)cc2)cc(C)[o+]1	16	48*
Cc1ccc(CNn2c(C)n[nH]c2=S)cc1	-7	11
O=C(CSc1nc(O)cc(=O)[nH]1)Nc1ccc(Cl)cc1	-21	11
Cc1cc(C(F)(F)F)nc(SCCNC(=O)Cc2ccc(F)cc2)n1	3	9
CCN1c2ncccc2C(=O)NC12CCN(C(=O)CCn1nccc1C)CC2	-33	10
Cc1cc2nc3c(=O)[nH]c(=O)nc-3n(CC(O)C(O)C(O)CO)c2cc1C (stereo unspecified)	14	10
COc1ccccc1C1(NCc2cn(CCC(N)=O)c3ccccc23)CCCC1	-76	7
O=C1c2ccccc2C(=O)c2c1ccc(O)c2O	4	13
Cc1ccc(-c2nnc(SCC(=O)N(C(C)C)C(C)C)o2)cc1	8	13
COC(=O)c1ccc(CCc2cc(O)ccc2O)cc1	-5	47*
COc1cccc(/C=C\c2nc(O)c([N+](=O)[O-])c(=O)[nH]2)c1OCc1ccc(Cl)cc1	-1	10
COCCCNC(=S)N(Cc1cc2cc(C)cc(C)c2[nH]c1=O)C1CCCC1	-23	14
COc1ccc(NC(=O)c2ccco2)cc1NC(=O)c1ccc(Cl)c(Cl)c1	-4	10
O=C(CSc1nc2ccccc2c(=O)n1CC1CCCO1)Nc1cccc(Cl)c1Cl (stereo unspecified)	20	13
COc1ccc(S(=O)(=O)N(CC(=O)N2CCCC2)c2ccc(F)cc2)cc1	-11	7
C=CCn1c(NCc2ccc(OC)cc2)nc2c1c(=O)[nH]c(=O)n2C	-5	9
COc1cccc(-c2cc3nc(C)c(C)c(NCCN(C)C)n3n2)c1	-61	3
Cc1ccc(-n2c(SCC(=O)O)nc3ccccc3c2=O)c(C)c1	4	7
COc1ccc(NC(=O)c2ccco2)cc1NC(=O)c1cccc(C)c1OC	39	11
COc1ccc2c(c1)cc(C)c1nnc(SCC(=O)Nc3ccc4c(c3)OCO4)n12	-47	6
O=C(COc1ccccc1)Nc1ccccc1N1CCCC1	44	10
Cc1c(Cl)c(S(N)(=O)=O)cc2c1=NC=NS=2(=O)O	16	8
COc1ccc(-c2c(C)nn3c(C)c(Cl)c(C)nc23)cc1	38	2
O=C(CCc1ccc(O)cc1)c1c(O)cc(O)cc1O[C@@H]1O[C@H](CO)[C@@H](O)[C@H](O)[C@H]1O	-6	7
Cc1cccc(N(CC(=O)N2CCCC2)S(C)(=O)=O)c1	-16	4
O=C(O)c1c(Br)c(Br)c(Br)c(Br)c1C1c2ccc(O)cc2Oc2cc(O)ccc21	20	47*
COc1ccc(C)cc1NC(=O)CSc1nc2c(C)c(C)ccc2cc1C	32	7
COc1cccc(C(=O)Nc2ccc3c(c2)OCO3)c1OC	-17	11
Cc1sc2nc(C)n(C3CCN(C(=O)Cc4ccsc4)CC3)c(=O)c2c1C	4	8
Cn1c(=O)[nH]c(=O)c2c1nc1n2CC(O)CN1c1ccccc1 (stereo unspecified)	-4	6
COc1ccc2ccc(OC)c(C3C(C#N)=C(N)OC4=C3C(=O)CC(C)(C)C4)c2c1 (stereo unspecified)	-37	9
CC(=O)N1CCN(CC(O)COC2CCCCC2)CC1 (stereo unspecified)	3	9
CCOc1cccc(NC(=O)C2CCCN(c3nc(C)cc(C)n3)C2)c1 (stereo unspecified)	-29	3
COc1ccc(S(=O)(=O)N2CCC(C(=O)NCc3ccc(Cl)cc3)CC2)cc1C	-45	11
CCn1cc(CNC(=O)CCSc2nc(-c3ccc4c(c3)OCO4)cc(C(F)(F)F)n2)cn1	-68	15
COc1cc(C2NC(=O)NC3=C2C(=O)N(CCCO)C3)ccc1O (stereo unspecified)	5	11
C=C(C)CSc1nc2ccccc2c(=O)n1Cc1ccccc1	26	9
N=C(N)S[C@@H]1c2ccccc2-c2cc([N+](=O)[O-])ccc21	-51	48*
O=C(O)CCCNS(=O)(=O)c1ccc2[nH]c(=O)[nH]c2c1	1	3
COc1cccc(C2(O)CCN(CCNC(=O)C3CCOCC3)CC2)c1	-1	9
C=CCn1cc(/C=C2\SC(=O)N(C)C2=O)c2ccccc21	25	4
OC(CN1CCC(O)(c2ccc(C(F)(F)F)cc2)CC1)c1ccc(F)cc1 (stereo unspecified)	-44	6
O=C(Cn1ncc2cccn2c1=O)N1CCN(c2ccccc2F)CC1	-30	2
CCc1cccc2c(CN3CCc4nc(C)[nH]c(=O)c4C3)c[nH]c12	-34	8
Cc1ccc(-c2ccccc2NC(=O)Cn2c(=O)n(C(C)C)c3ncccc32)o1	-32	3
CCOc1ccc(NC(=O)C2CCN(C(=O)c3ccc(Cl)cc3Cl)CC2)cc1	-58	8
CS(=O)(=O)N1CCCc2cc(C(O)CN3CCN(c4ccccn4)CC3)ccc21 (stereo unspecified)	-15	10
Cc1sc2ccccc2[n+]1CCCCS(=O)(=O)[O-]	-14	11
O=C(O)c1ccc(N2CCCC2)nc1	-9	9
Cc1cc2cc(C#N)c(N3CCOCC3)nc2cc1Cl	-61	7
Cn1cnc2c1c(=O)n(Cc1ccc(Cl)cc1Cl)c(=O)n2C	-97	2
COc1ccc(C(=O)CSc2nc3ccc(C)cc3cc2C#N)cc1	-45	22
CCOC(=O)C(C)(C)Sc1nnc(COc2cccc3ccccc23)n1CC	-41	11
COC(=O)c1c(NC(=O)c2cccc(C)c2)sc(C(=O)N2CCOCC2)c1C	4	13

Part of the list above in order of molecular weight, largest number first:
SMILES	EP2 mod	EP2 antag
CCn1cc(CNC(=O)CCSc2nc(-c3ccc4c(c3)OCO4)cc(C(F)(F)F)n2)cn1	-68	15
COc1ccc(S(=O)(=O)N2CCC(C(=O)NCc3ccc(Cl)cc3)CC2)cc1C	-45	11
CCOc1ccc(NC(=O)C2CCN(C(=O)c3ccc(Cl)cc3Cl)CC2)cc1	-58	8
CS(=O)(=O)N1CCCc2cc(C(O)CN3CCN(c4ccccn4)CC3)ccc21 (stereo unspecified)	-15	10
COc1ccc2ccc(OC)c(C3C(C#N)=C(N)OC4=C3C(=O)CC(C)(C)C4)c2c1 (stereo unspecified)	-37	9
COC(=O)c1c(NC(=O)c2cccc(C)c2)sc(C(=O)N2CCOCC2)c1C	4	13
CCOC(=O)C(C)(C)Sc1nnc(COc2cccc3ccccc23)n1CC	-41	11
Cc1ccc(-c2ccccc2NC(=O)Cn2c(=O)n(C(C)C)c3ncccc32)o1	-32	3
OC(CN1CCC(O)(c2ccc(C(F)(F)F)cc2)CC1)c1ccc(F)cc1 (stereo unspecified)	-44	6
COc1cccc(C2(O)CCN(CCNC(=O)C3CCOCC3)CC2)c1	-1	9
O=C(Cn1ncc2cccn2c1=O)N1CCN(c2ccccc2F)CC1	-30	2
CCOc1cccc(NC(=O)C2CCCN(c3nc(C)cc(C)n3)C2)c1 (stereo unspecified)	-29	3
COc1ccc(C(=O)CSc2nc3ccc(C)cc3cc2C#N)cc1	-45	22
Cn1cnc2c1c(=O)n(Cc1ccc(Cl)cc1Cl)c(=O)n2C	-97	2
COc1cc(C2NC(=O)NC3=C2C(=O)N(CCCO)C3)ccc1O (stereo unspecified)	5	11
C=C(C)CSc1nc2ccccc2c(=O)n1Cc1ccccc1	26	9
Cn1c(=O)[nH]c(=O)c2c1nc1n2CC(O)CN1c1ccccc1 (stereo unspecified)	-4	6
COc1cccc(C(=O)Nc2ccc3c(c2)OCO3)c1OC	-17	11
O=C(O)CCCNS(=O)(=O)c1ccc2[nH]c(=O)[nH]c2c1	1	3
C=CCn1cc(/C=C2\SC(=O)N(C)C2=O)c2ccccc21	25	4
Cc1cc2cc(C#N)c(N3CCOCC3)nc2cc1Cl	-61	7
N=C(N)S[C@@H]1c2ccccc2-c2cc([N+](=O)[O-])ccc21	-51	48*
CC(=O)N1CCN(CC(O)COC2CCCCC2)CC1 (stereo unspecified)	3	9
O=C(O)c1ccc(N2CCCC2)nc1	-9	9
